EPAC1 antag = blocks human EPAC1 exchange factor; EPAC1 GEF assay, Rap1b-BODIPY-GDP exchange fluorescence; Potency, µM (doses to about 115 µM), for the others: at the top dose activity change, negative = inhibition, actives largely listed as inhibitors; actives 0.14% (n = 360,000);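 further: potency means the concentration at half of the fitted maximal effect; plate controls were vehicle for no effect and positive control for full effect; nearly all actives have a fitted effect of over 50% in size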
PI5P4Ka inh = inhibitors of human PI5P4K alpha; P48426; PI5P4Kalpha enzyme, ADP-Glo luminescence, 60 min; hits give low values; max response, %; actives 1.2% (n = 330,000); AID 652105; active means max response of -50% or lower; inconclusive means between -30% and -50%; inactive means -30% or higher; further: value at the top dose of about 77 µM; on the % scale 0 is the no-effect control and ±100 the full control effect
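ADP-Glo luminescence end-point read after a 60 min room-temperature kinase reaction of PI5P4Kalpha plus substrate, initiated with ATP at 5 microM final. Buffer: 0.038 M HEPES pH 7.4, EGTA, 0.1% CHAPS, 5% DMSO.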
EPAC1 ag = agonists of human EPAC1 | EPAC1 agonist qHTS, biochemical assay; response scale: 100% = response to 6.5 mM cAMP | O95398 | Potency, µM (titrated, usually from 154 µM), for the others: at the top dose activation, hits mostly activators | actives 0.073% (n = 360,000) | AID 720707; further: potency means the concentration at half of the fitted maximal effect; nearly all actives have a fitted effect of over 60% in size
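Multi-concentration qHTS readout: loss of Rap1B-bound BODIPY-GDP fluorescence driven by 100 nM EPAC1 with excess GDP (50 uM), monitored kinetically at room temperature; agonist response expressed relative to 6.5 mM cAMP.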
WRN helicase inh = blocks human WRN helicase | actives 0.46% (n = 360,000) | Q14191 | Potency, µM (top dose mostly 114 µM), inactives show at the highest dose activity change, negative = inhibition, usual class: inhibitors | WRN helicase unwinding, fluorescent forked duplex, kinetic; further: potency means the concentration at half of the fitted maximal effect; on the % scale 0 is the no-effect control and ±100 the full control effect; nearly all actives have a fitted effect of over 55% in size
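Fluorescence dequenching readout, ex 525 nm/em 598 nm, kinetic mode: forked duplex DNA (100 nM final) with adjacent fluorophore and quencher unwound by WRN (20 nM final) with 2 mM ATP. Compound preincubation 15 min, room temperature.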
CCT chaperon mod = cytosolic chaperonin activity modulation; purified chaperonin ATPase assay, HTRF ADP detection, 30 min; activity change, % (test concentration not listed), hits read low; actives 0.3% (n = 360,000); AID 651819; in the data active means activity change below about -30%; further: on the % scale 0 is the no-effect control and ±100 the full control effect
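We incubate TRiC, 40 or 20 nM final, with library compounds at 76 uM and 10 uM ATP for 30 min at 37 °C. ADP formed is detected with Transcreener HTRF reagents after 30 min at room temperature.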
IL2 activator = activators of IL-2; IL-2 activation reporter assay, cell-based qHTS; stimulated with anti-CD3/CD4/CD28 beads; in transgenic mouse T cells; activation, % (series mostly up to about 46 µM); actives 0.065% (n = 360,000); AID 652025; in the data active means activation above about 50%; inconclusive means mostly about 30% to 49%; further: 0% is about no effect
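Unstimulated transgenic mouse T cells; 60-min compound exposure; bead-based TCR/CD4/CD28 stimulation; 18 h culture, 37 degrees C; dual fluorescence (EGFP, DsRed) plate cytometry.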
PLK1 PBD block = blocks phosphopeptide binding to human PLK1 polo-box domain | P53350 | Plk1 PBD binding of FITC phosphopeptide, fluorescence polarization | Potency, µM, without a hit: max response, negative = inhibition, most hits filed as inhibitors | actives 2.8% (n = 360,000); further: potency means the concentration at half of the fitted maximal effect; series mostly up to about 57 µM; on the % scale 0 is the no-effect control and ±100 the full control effect; nearly all actives have a fitted effect of over 65% in size
EPAC2 agonist = EPAC2 (human) agonism | Q8WZA2 | EPAC2 activation, biochemical qHTS; response scale: 100% = 6.5 mM cAMP response | Potency, µM (series often up to 154 µM), for the others: top-dose activation, hits mostly activators | actives 0.079% (n = 360,000) | AID 720711; further: potency means the concentration at half of the fitted maximal effect; nearly all actives have a fitted effect of over 50% in size
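Guanine nucleotide exchange by EPAC2 is measured as reduced fluorescence of BODIPY-GDP once it is released from 250 nM Rap1B. Plates are read kinetically for 30 min at room temperature; results are scaled to 6.5 mM cAMP.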
An asterisk follows results filed as active; u = inconclusive; x = not tested or not shown. Unless noted, the call rests on the fitted dose curve; in most records, active means well fitted curve in the direction sought with a large enough effect; inconclusive means small, poorly fitted or top-dose-only effect, or another doubt; inactive means no such curve, though single readings can be large; an effect the other way counts as inactive or inconclusive.

nr	smiles	EPAC2 agonist	PI5P4Ka inh	EPAC1 antag	PLK1 PBD block	WRN helicase inh	CCT chaperon mod	EPAC1 ag	IL2 activator
1	COC(=O)c1ccc(-c2ccco2)n1Cc1cc(C)ccc1C	-4%	x	-17%	-9%	-7%	0.5	1%	0.9
2	COc1ccccc1OCCC(=O)NCc1ccc2c(c1)OCO2	2%	u	-3%	30µM*	-6%	-1.5	-1%	1.0
3	CCc1nnc(NC(=O)CSc2sc3c(O)cc(=O)[nH]c3c2C#N)s1	10%	-84*	u	30µM*	13µM*	-2.0	7%	-0.2
4	CCn1ccnc1CN(C)Cc1c(C(=O)N2CCCCCCC2)nc2ccc(Cl)cn12	3%	-6	10%	-1%	-23%	-3.4	-2%	-3.2
5	Cc1snc(S(=O)(=O)Cc2c(Cl)cccc2Cl)c1C#N	6%	1	-25%	0%	6%	-0.9	2%	-2.7
6	CN(C)C(CNC(=O)C1CCN(S(=O)(=O)c2cccc(C(F)(F)F)c2)CC1)c1ccccc1 (stereo not drawn)	4%	12	-6%	-3%	13%	-1.3	-4%	1.6
7	CC(C)c1ccc(/C=C/C(=O)Nc2nncs2)cc1	11%	4	-8%	-15%	-32%	-2.8	-8%	0.5
8	Nc1nc2ccc(OC(F)(F)F)cc2s1	5%	14	u	-5%	-2%	-1.8	-7%	-0.4
9	CCCOc1ccc(CN(CCO)CCO)cc1C(=O)OC	5%	x	-6%	-6%	-12%	-2.2	1%	-0.6
10	Cc1cc2nnc(SCC(=O)N3CCCCCC3)n2c(N)n1	3%	7	-2%	1%	2%	-0.6	8%	4.4

Going on with the list:
nr	smiles	EPAC2 agonist	PI5P4Ka inh	EPAC1 antag	PLK1 PBD block	WRN helicase inh	CCT chaperon mod	EPAC1 ag	IL2 activator
11	Nc1ccc(C#Cc2ccccc2)cc1	-10%	2	-2%	-1%	-1%	0.1	-3%	-0.2
12	Cc1csc(=O)n1CC(=O)OCC(=O)Nc1ccccc1C(C)C	0%	3	8%	-3%	1%	0.9	-6%	0.1
13	O=C(CNS(=O)(=O)c1ccc(Cl)c(C(F)(F)F)c1)NC1CCCCCC1	-7%	-1	-5%	2%	1%	0.1	-14%	0.9
14	O=C(N/N=C/c1ccc(Br)o1)c1cncc(Br)c1	6%	-9	4%	-3%	-7%	-0.2	12%	1.0
15	Cc1cc(-c2c(C)[nH]n(-c3ccccc3)c2=O)n(-c2ccccc2)n1	5%	x	6%	0%	-2%	-2.4	1%	0.5
16	CC(=O)Nc1cc2c(cc1Cl)-c1ccc(F)cc1C2O (stereo not drawn)	-1%	0	-9%	-3%	-8%	1.4	-9%	1.0
17	CCOC(=O)CNC(=O)CN1C(=O)CCSc2ccccc21	-6%	x	4%	-1%	2%	-0.8	-2%	-1.2
18	O=C(c1noc2c1CCCC2)N1CCN(Cc2ccccc2)CC1	13%	x	-3%	-4%	-6%	-0.1	4%	-2.7
19	CC(C)(C)c1ccc(CN2N=C(/C=C/c3ccccc3)CCC2=O)cc1	0%	28	-16%	-5%	-16%	-7.1	-12%	0.4
20	Clc1cccc(N2CCN(Cc3nnc(-c4ccccc4)o3)CC2)c1	13%	19	-10%	-10%	-6%	0.0	-5%	-1.3

Sorted by formula weight (rising): part of the list above.
nr	smiles	EPAC2 agonist	PI5P4Ka inh	EPAC1 antag	PLK1 PBD block	WRN helicase inh	CCT chaperon mod	EPAC1 ag	IL2 activator
11	Nc1ccc(C#Cc2ccccc2)cc1	-10%	2	-2%	-1%	-1%	0.1	-3%	-0.2
17	CCOC(=O)CNC(=O)CN1C(=O)CCSc2ccccc21	-6%	x	4%	-1%	2%	-0.8	-2%	-1.2
12	Cc1csc(=O)n1CC(=O)OCC(=O)Nc1ccccc1C(C)C	0%	3	8%	-3%	1%	0.9	-6%	0.1
20	Clc1cccc(N2CCN(Cc3nnc(-c4ccccc4)o3)CC2)c1	13%	19	-10%	-10%	-6%	0.0	-5%	-1.3

Later entries:
nr	smiles	EPAC2 agonist	PI5P4Ka inh	EPAC1 antag	PLK1 PBD block	WRN helicase inh	CCT chaperon mod	EPAC1 ag	IL2 activator
21	CC(=O)c1cccc(NC(=O)c2cc(S(=O)(=O)N3CCOCC3)cs2)c1	6%	-5	5%	-8%	-21%	-0.3	5%	2.4
22	CCOC(=O)C1=C(C)OC(N)=C(C(=O)OCC)C1c1ccncc1 (stereo not drawn)	2%	2	0%	-20%	11%	1.5	-4%	-0.1
23	Cc1ccc(NC(=O)CSc2nnc(Cn3c(=O)sc4ccccc43)n2C)cc1Cl	3%	1	7%	-5%	5%	-1.0	-12%	-2.2
24	CN(C)/C=C1/C(=O)Nc2ccccc21	2%	x	-10%	-1%	-3%	-0.3	4%	2.1
25	Cc1ccc(-c2noc(=O)n2CC(=O)c2ccc(Cl)cc2)cc1	-2%	-7	-14%	2%	11%	0.6	-7%	-2.7
26	O=C(c1ccco1)N1CCN(C(=S)NCc2ccc(F)cc2)CC1	0%	-2	9%	-6%	-6%	-1.5	-3%	2.7
27	O=C1NC(=Nc2ccccc2)CS1	7%	-1	-8%	-22%	6%	-2.5	-1%	-0.1
28	Cc1noc(C)c1C(=O)N1CCc2ccccc2C1	11%	x	-8%	-15%	-5%	-2.8	8%	1.2
29	CC1(C(=O)Nc2cccc3ncccc23)CCN1C(=O)Cc1ccc(-c2ccccc2)cc1 (stereo not drawn)	16%	-2	-1%	-10%	-7%	1.6	5%	-0.7
30	CCCNC(=O)Cc1c(C)n(C(=O)c2ccc(Cl)cc2)c2ccc(OC)cc12	3%	5	3%	-7%	-3%	-0.6	-1%	-2.1

Additional results follow:
nr	smiles	EPAC2 agonist	PI5P4Ka inh	EPAC1 antag	PLK1 PBD block	WRN helicase inh	CCT chaperon mod	EPAC1 ag	IL2 activator
31	Cc1nn(CC#N)c(=O)n1-c1ccccc1F	3%	-7	4%	3%	-3%	0.5	4%	2.3
32	COCCn1c(C)cc(C(=O)COc2ccc(N(C)S(=O)(=O)c3ccc(C)cc3)cc2)c1C	2%	1	-4%	0%	-12%	-0.4	12%	-6.7
33	COc1cc(NC(=O)CCC2CCCC2)cc(-n2cnnn2)c1	-8%	-4	4%	1%	8%	-5.4	-10%	-0.5
34	CCOC(=O)c1nc(N)sc1C(=O)OCC	12%	2	-5%	-8%	-6%	-1.2	2%	0.1
35	Cc1ccc(CNC(=O)c2ccc(N3CCC4(CC3)CC(c3cccc(Br)c3)=NO4)c([N+](=O)[O-])c2)cc1	1%	1	-6%	-7%	6%	-3.7	7%	-0.1
36	COc1ccc(Cl)cc1NS(=O)(=O)c1cccc(C(=O)NCCCN2CCCC2=O)c1	15%	-1	8%	-2%	u	1.2	2%	-2.7
37	CCOC(=O)N1CCN(C(=O)/C=C/c2ccc3c(c2)OCO3)CC1	-2%	-5	-3%	-5%	11%	-1.9	-4%	0.3
38	CCCn1nnc(NC(=S)NC(=O)CC)n1	-7%	x	13%	0%	3%	1.7	-6%	-1.0
39	CC1CCCN(C(=O)N2c3ccccc3Sc3ccccc32)C1 (stereo not drawn)	7%	x	u	1%	-6%	0.6	19%	-2.3
40	CCOc1ccc(/C=C2\SC(=S)N(CC(=O)NCCCN3CCOCC3)C2=O)cc1	3%	-9	-14%	-9%	-6%	-1.7	0%	-2.0

Following part
nr	smiles	EPAC2 agonist	PI5P4Ka inh	EPAC1 antag	PLK1 PBD block	WRN helicase inh	CCT chaperon mod	EPAC1 ag	IL2 activator
41	COc1ccc(CNc2nc(-c3cccnc3)nn2S(C)(=O)=O)cc1	8%	8	-18%	-8%	-2%	0.7	5%	-0.3
42	COc1ccc(C(O)c2nc(/C=C/c3ccc(C(F)(F)F)cc3)cs2)cc1 (stereo not drawn)	10%	9	-26%	-10%	-8%	-3.9	-8%	0.2
43	COc1cc(Cl)ccc1OC1(C)CCN(Cc2cccn2-c2nccs2)C1 (stereo not drawn)	6%	-1	-2%	3%	-6%	-0.2	-7%	-0.2
44	O=C(CSc1nnc2scc(-c3ccc(Cl)cc3)n12)NCc1ccco1	9%	x	-6%	-4%	5%	-3.2	6%	-0.6
45	Cc1nc2nc(SCc3ccccc3)[nH]n2c(=O)c1C	5%	0	0%	-1%	2%	-2.0	2%	0.1
46	Cc1nc(N2CCOCC2)nc(Oc2ccccc2F)c1[N+](=O)[O-]	12%	3	-9%	4%	-1%	-5.8	4%	-1.3
47	COc1cc(NC(=O)N2CCNC2=O)cc(C(=O)Nc2cccc(C(F)(F)F)c2)c1	-1%	-7	-2%	-2%	1%	-1.4	-27%	-0.6
48	CC(CCc1ccccc1)C(=O)NO (stereo not drawn)	7%	-1	6%	-1%	4%	0.3	7%	-0.5
49	O=S(=O)(Nc1ccc(NS(=O)(=O)c2ccccc2)c2ccccc12)c1ccccc1	-9%	0	5%	5%	3%	0.6	-10%	-0.9
50	COC(=O)Cc1cc(=O)oc2cc(OC)ccc12	12%	x	4%	-3%	-1%	-2.5	4%	4.0

Next part
nr	smiles	EPAC2 agonist	PI5P4Ka inh	EPAC1 antag	PLK1 PBD block	WRN helicase inh	CCT chaperon mod	EPAC1 ag	IL2 activator
51	O=C(Nc1ccc2c(c1)CCC2)c1cc(S(=O)(=O)Nc2ccc(F)cc2)c(Cl)cc1Cl	3%	0	-6%	-11%	-9%	1.2	6%	-4.1
52	COc1ccccc1C(=O)n1nc(-c2ccccc2)nc1NCc1ccco1	15%	x	-7%	0%	0%	-0.8	13%	-1.2
53	O=c1cc(-c2ccc(O)cc2)oc2ccccc12	-5%	-6	5%	-6%	-17%	-0.5	-8%	-1.0
54	O=C(O)CC(CC(=O)O)c1ccsc1	3%	-2	u	-7%	4%	-2.1	-8%	0.7
55	Cc1ccc(S(=O)(=O)N2CC=C(c3ccc(F)cc3)CC2)cc1	13%	0	-24%	-15%	4%	-1.0	15%	-3.3
56	Cc1ccccc1S(=O)(=O)Oc1ccccc1C(=O)Oc1ccccc1	7%	0	-7%	0%	-12%	1.6	16%	-6.3
57	CC(Oc1ccc(Br)cc1)C(=O)NCC(c1cccs1)N1CCOCC1 (stereo not drawn)	12%	-5	-2%	-6%	-5%	-2.8	u	-1.1
58	O=C(NCc1ccco1)C(c1cccs1)N(C(=O)C1COc2ccccc2O1)c1cccc(O)c1 (stereo not drawn)	13%	1	-24%	-4%	-20%	2.3	1%	0.4
59	Cc1ccccc1-n1c(=O)cc(NCC2CCCO2)[nH]c1=O (stereo not drawn)	14%	x	-12%	-1%	-13%	2.4	13%	0.1

From PubChem

This is a subset, so the mix of outcomes need not match the whole.
